# Screening data as filed in PubChem.
# UCHL1 block: human UCHL1 deubiquitinase inhibition. P09936. purified UCHL1, Ub-rhodamine cleavage fluorescence. inhibition, % at 20 µM. 47,000 compounds, 0.2% hits. AID 1645859
# Target sequence (P09936 whole entry, looked up): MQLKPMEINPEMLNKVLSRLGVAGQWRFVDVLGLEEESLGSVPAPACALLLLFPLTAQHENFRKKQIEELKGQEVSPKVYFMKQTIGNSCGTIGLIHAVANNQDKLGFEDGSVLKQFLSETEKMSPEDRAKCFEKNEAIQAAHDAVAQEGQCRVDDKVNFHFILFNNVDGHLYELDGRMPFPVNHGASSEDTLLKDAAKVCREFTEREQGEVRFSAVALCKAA
# USP28 block: inhibitors of human USP28 deubiquitinase; Q96RU2; purified USP28, Ub-rhodamine cleavage fluorescence, 30 min; inhibition, % at 25 µM; 47,000 compounds, 3% hits
# USP10 block: inhibitors of human USP10 deubiquitinase. Q14694. purified USP10, Ub-rhodamine fluorescence, 60 min. inhibition, % at 20 µM. 47,000 compounds, 1.1% hits
# USP8 block: blocks human USP8 ubiquitin-rhodamine cleavage. P40818. 47,000 compounds, 4.2% hits. purified USP8, Ub-rhodamine cleavage fluorescence, 30 min. inhibition, % at 20 µM
# OTUD3 block: blocks human OTUD3 ubiquitin-rhodamine cleavage | Q5T2D3 | purified OTUD3, Ub-rhodamine fluorescence, 2 h | inhibition, % at 25 µM | 47,000 compounds, 0.7% hits
# USP7 block: human USP7 deubiquitinase inhibition | purified USP7, Ub-rhodamine cleavage fluorescence | AID 1645854 | Q93009 | 47,000 compounds, 0.3% hits | inhibition, % at 20 µM
# USP30 block: human USP30 deubiquitinase inhibition. Q70CQ3. purified USP30, Ub-rhodamine cleavage fluorescence. inhibition, % at 25 µM. 47,000 compounds, 5.3% hits
# USP17 inh: human USP17-like deubiquitinase inhibition. A8MUK1. purified USP17, Ub-rhodamine cleavage fluorescence, 3 h. inhibition, % at 50 µM. 47,000 compounds, 6.5% hits. AID 1645855
# Target sequence (A8MUK1 whole entry, looked up): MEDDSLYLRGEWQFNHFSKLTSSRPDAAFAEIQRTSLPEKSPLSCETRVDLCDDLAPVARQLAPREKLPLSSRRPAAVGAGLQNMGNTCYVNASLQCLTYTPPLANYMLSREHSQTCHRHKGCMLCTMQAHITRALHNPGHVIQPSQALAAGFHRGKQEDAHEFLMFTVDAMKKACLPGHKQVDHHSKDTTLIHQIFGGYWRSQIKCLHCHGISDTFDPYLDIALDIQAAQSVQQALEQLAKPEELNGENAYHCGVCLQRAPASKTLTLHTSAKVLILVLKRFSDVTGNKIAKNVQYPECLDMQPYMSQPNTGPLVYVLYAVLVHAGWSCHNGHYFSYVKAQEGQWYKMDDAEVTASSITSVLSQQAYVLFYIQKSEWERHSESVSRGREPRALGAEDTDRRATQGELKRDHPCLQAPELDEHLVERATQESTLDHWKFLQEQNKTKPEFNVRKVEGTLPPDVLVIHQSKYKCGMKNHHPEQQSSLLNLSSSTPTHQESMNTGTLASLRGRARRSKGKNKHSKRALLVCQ
# An asterisk follows results filed as active; i = inactive; nt = not tested or not shown. Cut-off read from the data, not from the text of the source: active = inhibition above about 30%; inactive = the rest.
SMILES,UCHL1 block,USP28 block,USP10 block,USP8 block,OTUD3 block,USP7 block,USP30 block,USP17 inh
COc1ccc(OCc2nc3c4c5c(sc4[nH]c(=O)n3n2)CCCC5)cc1,-0.6,-20.1,10.7,-0.1,-9.4,1.7,-35.1,nt
O=C(OCc1ccc(F)cc1)c1ccc2ccccc2n1,-0.3,78.3*,-1.1,4.8,-8.1,0.0,2.5,1.2
O=C(COc1cccc(-n2cnnn2)c1)NC(c1ccccc1)c1ccccc1,2.4,1.3,3.7,3.9,-5.9,-14.5,0.5,2.0
O=C1COC[C@H]([C@H](O)c2ccc(NC(=O)c3ccc(F)cc3)cc2)N1,0.2,8.7,3.3,2.4,9.0,6.3,26.7,28.8
CCc1ccccc1NC(=O)Cn1c(=O)n(CC(=O)NCc2ccccc2Cl)c(=O)c2sccc21,-1.5,6.7,29.4,38.2*,-0.2,13.7,15.5,26.5
COc1ccc(NC(=O)CC(c2cccs2)N2Cc3ccccc3C2=O)cc1OC (stereo not given),0.1,-12.1,-1.8,-3.5,-1.7,-11.3,-13.6,-1.7
COc1ccccc1C(=O)Nc1c(C)ccc2nsnc12,-3.6,-5.5,0.6,-8.5,0.7,0.1,-2.4,5.5
CCc1ccccc1OCCOCCN1CCN(C)CC1,-1.0,-2.2,-0.7,1.8,-4.6,-4.4,-17.3,-33.8
Cn1ccc(C(=O)NCc2cnc(C3(C)CCCCO3)nc2)n1 (stereo not given),1.5,15.3,0.1,25.0,11.3,5.1,18.8,15.1
Cc1ccc(S(=O)(=O)N(Cc2cccnc2)Cc2cc3ccccc3[nH]c2=O)cc1,2.1,4.5,-0.9,-4.5,0.0,0.2,10.6,-0.1
CC(C)C(NS(=O)(=O)c1ccc(Cl)cc1)C(=O)OCC(=O)C12CC3CC(CC(C3)C1)C2 (stereo not given),-0.4,9.8,3.8,8.4,17.3,13.9,14.2,18.8
CCOc1ccccc1C1C2=C(CC(C)(C)CC2=O)Nc2ccccc2N1C(C)=O (stereo not given),-4.6,-15.5,-4.7,-2.7,-10.8,-8.6,-12.0,-23.0
c1ccc(CCNc2nn3c(-c4cccnc4)cnc3s2)nc1,3.7,12.7,3.5,2.2,11.6,9.2,22.7,4.7
CN(C)c1ccc(-c2nnc([C@H]3CCN(Cc4ccccn4)C3)o2)cc1,-1.4,-7.8,-3.1,-3.5,-18.9,-4.5,-46.2,-29.1
COc1ccccc1C(=O)Nc1cc(-c2cccnc2)no1,1.9,17.6,4.4,17.1,16.2,4.0,17.6,14.7
COc1ccccc1CNC(=O)c1oc(=O)c2ccccc2c1-c1ccc(C)cc1,5.3,25.1,13.0,10.4,24.1,-30.9,39.8*,21.4
Cc1ccc(C(c2c(O)cc(C)n(Cc3ccccc3)c2=O)N2CCN(CCO)CC2)cc1 (stereo not given),-0.8,0.3,2.4,10.5,-8.8,-42.4,0.4,5.3
COc1ccccc1CC1C(=O)Nc2ccccc21 (stereo not given),3.2,13.4,3.3,18.5,10.5,0.3,22.3,11.8
O=C(CC(c1ccco1)n1cccc1)Nc1ccc2c(c1)OCO2 (stereo not given),0.0,nt,1.4,-1.4,-6.0,0.8,nt,-4.5
CC(C)=CCC[C@@](C)(O)[C@H]1CC[C@]2(C)[C@@H]1CC[C@@H]1[C@@]3(C)CCC(=O)C(C)(C)[C@@H]3CC[C@]12C,-0.3,-15.5,-3.4,0.0,-16.5,-2.7,-18.0,-4.7
Cn1nc(C(=O)NCc2ccc3c(c2)OCO3)c2c1-c1ccsc1CC2,3.4,15.4,8.2,29.8,6.4,7.2,28.9,17.5
Cc1ccc(-c2[nH]c3ccccc3c2C2c3ccccc3C(=O)N2CC(=O)O)cc1 (stereo not given),-1.7,-15.5,11.6,61.5*,-8.5,-1.3,-10.6,14.9
COc1cccc(CNC(=O)CSc2ncnc3c2sc2cccc(F)c23)c1,-24.3,-99.6,-6.1,-5.9,-136.1,-22.9,i,-27.3
O=C(NC[C@]1(O)CCN(C2CCCCC2)C[C@H]1O)c1cnccn1,1.3,1.6,-3.2,-4.4,5.5,3.4,1.7,7.6
COC(=O)C(NC(=O)CCc1c(C)nc2nc(C)nn2c1C)C(C)C (stereo not given),0.0,-8.4,-1.7,0.5,-4.9,0.1,-2.3,-11.3
COCCN(CC(=O)Nc1cccc(C)c1C)C(=O)C1CCN(S(=O)(=O)c2ccccc2)CC1,2.3,0.4,-2.3,-0.4,1.8,-5.3,-15.1,-10.5
COc1ccc(NC(=O)Cn2cncc(C(=O)NC3CC3)c2=O)cc1,-2.2,-4.0,-1.2,-3.6,-1.7,0.4,2.8,-4.1
CCC1=N[C@@]2(CC[C@@H]3CN(C(=O)NC4CCCC4)C[C@@H]32)C(=O)N1CC1CC1,0.9,3.7,-0.6,11.2,7.2,3.0,20.1,0.2
Cc1ccc(-c2cc(C(=O)N(Cc3cccc(F)c3)Cc3ccco3)no2)cc1,5.6,7.9,7.8,27.7,15.5,9.7,23.7,-3.4
COc1ccc(C2c3[nH]c4ccccc4c3C[C@@H]3C(=O)N(C4CC4)CC(=O)N23)cc1OC (stereo not given in full),-46.5,-97.4,-7.5,16.7,-76.7,-44.4,-330.9,-70.2

# Taken from above:
# CCC1=N[C@@]2(CC[C@@H]3CN(C(=O)NC4CCCC4)C[C@@H]32)C(=O)N1CC1CC1 in USP28 block shows 3.7
# CN(C)c1ccc(-c2nnc([C@H]3CCN(Cc4ccccn4)C3)o2)cc1 in USP7 block shows -4.5

# The listing continues:
SMILES,UCHL1 block,USP28 block,USP10 block,USP8 block,OTUD3 block,USP7 block,USP30 block,USP17 inh
CCN1C(=O)[C@H]2CN(c3ncccn3)C[C@H]2C12CCN(S(=O)(=O)CC(C)C)CC2,-3.5,-8.5,0.2,-6.6,-0.1,-7.0,-3.2,-5.4
NC(=O)c1cc(S(=O)(=O)NCc2ccc3c(c2)OCO3)cs1,-1.3,1.5,-0.4,-7.0,5.3,2.4,12.1,1.7
CCn1c(=Nc2ccc(Cl)cc2)ccc2ccccc21,-0.2,-3.4,2.1,-4.8,0.0,-13.5,-24.8,-7.6
O=C(NC1CCN(c2nnc3ccccn23)CC1)c1ccc2c(c1)OCO2,0.3,8.5,-0.6,-28.7,1.1,0.1,-0.1,-9.1
CCN1C(=O)[C@H]2CN(Cc3cccnc3)C[C@H]2C12CCN(C(=O)c1cccnc1)CC2,1.9,5.5,1.0,-35.0,9.1,2.5,22.2,4.0
c1cc(-c2cncnc2)nc(C2CN(Cc3ccnc4ccccc34)CCO2)c1 (stereo not given),-2.1,-2.0,-2.4,-12.8,0.2,3.2,-37.9,-1.4
O=C(C[C@@H]1CCN2C[C@@H]1CCCOc1ccccc1CN(C(=O)COc1ccccc1)CC2=O)N1CCOCC1,0.0,54.6*,-3.4,-0.7,2.3,-1.9,79.2*,71.4*
CCc1ccc(S(=O)(=O)NCCc2csc(-c3cccnc3)n2)s1,-2.4,8.2,7.3,0.8,2.5,3.2,-3.1,2.6
Cc1oc(C2CCN(C(=O)NCc3ccccc3)CC2)nc1C(=O)N(C)C,2.6,-3.6,2.5,7.8,2.1,6.6,-0.1,5.8
CCOC(=O)C1CCN(C(c2cccnc2)c2c(NC(C)=O)sc3c2CCCC3)CC1 (stereo not given),1.6,3.8,-3.0,18.7,-13.5,4.1,-4.4,7.8
O=C(C1CCC1)N1CCCN(c2ccc([N+](=O)[O-])cn2)CC1,1.5,-5.5,1.2,-126.6,2.9,-1.1,4.2,-35.1
COc1ccc(-c2cc3nc(Nc4cc(OC)c(OC)c(OC)c4)ccn3n2)cc1,-5.7,-10.2,-11.3,14.0,-6.4,0.0,-74.2,nt
CC(c1ccccc1)n1cnc2c(cnn2C(C)(C)C)c1=O (stereo not given),0.6,-3.3,1.4,-0.1,-8.2,-2.6,-5.6,-4.3
O=C(CC1C(=O)N(CC2CCCO2)c2nc3ccccc3n21)Nc1ccccc1F (stereo not given),0.1,13.0,1.2,-13.2,11.4,-8.2,6.1,4.5
COc1cc2c(cc1OC)-c1cc(OCCN(C)C)nc(=O)n1CC2,3.0,10.8,1.6,24.2,16.4,5.8,11.5,5.4
COc1ccc(S(=O)(=O)N2CCN(c3nc4ccc(C)cc4cc3C#N)CC2)cc1,4.8,12.0,-6.4,8.5,11.8,4.7,-5.3,1.3
COc1ccc(CNC(=O)c2c[nH]c3ncccc23)c(OC)c1,0.0,5.6,-5.5,-9.2,0.3,nt,-2.2,12.7
Cc1nc(N2CCN(C)CC2)cc(N2CCN(C(=O)c3ccccc3Cl)CC2)n1,-3.7,-14.8,-8.0,-17.4,-17.9,-0.7,-69.0,-24.2
Cc1oc2c(c1C(=O)NC1CCCC1)CN(Cc1ccc(F)cc1)CC2,-6.8,-22.4,-7.3,-13.7,-25.4,-18.4,-103.6,-20.7
CCOc1ccc(-c2nc(C#N)c(N3CCN(C(=O)c4ccccc4C)CC3)o2)cc1,4.7,12.3,0.0,0.2,11.6,5.5,23.7,52.5*

# Five compounds from above, ordered by count of non-hydrogen atoms, smallest number first.
SMILES,UCHL1 block,USP28 block,USP10 block,USP8 block,OTUD3 block,USP7 block,USP30 block,USP17 inh
O=C(C1CCC1)N1CCCN(c2ccc([N+](=O)[O-])cn2)CC1,1.5,-5.5,1.2,-126.6,2.9,-1.1,4.2,-35.1
COc1cc2c(cc1OC)-c1cc(OCCN(C)C)nc(=O)n1CC2,3.0,10.8,1.6,24.2,16.4,5.8,11.5,5.4
Cc1nc(N2CCN(C)CC2)cc(N2CCN(C(=O)c3ccccc3Cl)CC2)n1,-3.7,-14.8,-8.0,-17.4,-17.9,-0.7,-69.0,-24.2
COc1ccc(-c2cc3nc(Nc4cc(OC)c(OC)c(OC)c4)ccn3n2)cc1,-5.7,-10.2,-11.3,14.0,-6.4,0.0,-74.2,nt
CCOc1ccc(-c2nc(C#N)c(N3CCN(C(=O)c4ccccc4C)CC3)o2)cc1,4.7,12.3,0.0,0.2,11.6,5.5,23.7,52.5*

# Other records:
SMILES,UCHL1 block,USP28 block,USP10 block,USP8 block,OTUD3 block,USP7 block,USP30 block,USP17 inh
COc1ccc(-c2csc3ncn(CCc4ccccc4)c(=O)c23)cc1,-9.5,-24.0,-3.9,-15.2,-18.9,-6.1,-57.4,-46.7
O=C(c1cccc(Cl)c1)N1CCCn2nnc(CN3CCCCC3)c2C1,-3.3,-8.0,-0.5,-219.0,-4.1,-3.8,-1.8,-46.0
COc1ccc2cc(CN(CCCO)C(=O)NC3CCCCC3)c(=O)[nH]c2c1,2.4,12.5,2.1,19.3,11.6,3.0,20.8,11.0
Cn1c(CN2CCCC2Cn2cccn2)nnc1C1CC1 (stereo not given),-11.1,-34.4,-3.6,-40.2,-31.7,-9.6,-168.7,-56.7
COc1ccc(N2CCn3c(SCC(=O)Nc4cccc(F)c4)nnc32)cc1,5.1,8.5,12.0,31.0*,13.7,13.1,34.3*,36.7*
O=C(Oc1ccccc1)c1cc(-c2ccccc2)nn1-c1ccccc1,8.3,17.0,10.2,16.1,16.8,13.0,8.8,18.9
Cc1nc2ccccn2c1C(=O)c1ccccc1,0.9,10.3,0.0,7.2,8.4,2.9,3.7,4.4

# Two of the compounds above, bar-delimited:
Compound | UCHL1 block | USP28 block | USP10 block | USP8 block | OTUD3 block | USP7 block | USP30 block | USP17 inh
Cn1c(CN2CCCC2Cn2cccn2)nnc1C1CC1 (stereo not given) | -11.1 | -34.4 | -3.6 | -40.2 | -31.7 | -9.6 | -168.7 | -56.7
COc1ccc(N2CCn3c(SCC(=O)Nc4cccc(F)c4)nnc32)cc1 | 5.1 | 8.5 | 12.0 | 31.0* | 13.7 | 13.1 | 34.3* | 36.7*
